Assay outcomes (PubChem BioAssay)
PriA SSB inh: inhibitors of Klebsiella pneumoniae PriA binding to SSB C-terminal tail, primary screen, biochemical, AlphaScreen; AlphaScreen SSBct-PriA binding, biotinylated peptide; 0.6% of 430,000 active; inhibition, % at 33 µM; AID 1272365, 2023; PriA–SSB C-terminal tail interaction (Klebsiella pneumoniae); in the data active means inhibition mostly above about 37%, no sharp cut-off; inactive means mostly below about 20%;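 further: plate controls were negative control peptide for no effect and reference peptide for full effect; strong numbers were not always called active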
Numbers without * were called inactive; i = inactive; & = joins results of further samples. Not all compounds are listed; count on the stated rates, not on these rows.

SMILES | PriA SSB inh
COc1c(C)cc(S(=O)(=O)NCC(C)(O)CCSC)cc1C (configuration not stated) | 3.0
CC(=O)c1ccc(S(=O)(=O)NCCn2nc(-c3cccnc3)ccc2=O)cc1 | 0.0
CC(C)CNC(=O)c1cnc2n(c1=O)CCS2 | -12.0
O=c1c(=Cc2ccco2)sc2n1CN(c1ccccc1)CN=2 | -8.0
CCN(CC)CCN(C(=O)c1ccc2ncsc2c1)c1nc2c(F)cccc2s1 | 4.0
O=C(C1CC1)N1CCCc2cc(NS(=O)(=O)c3ccc(Cl)s3)ccc21 | -9.0
CC1(C)Oc2ccc3ccc(=O)oc3c2C(=CNc2ccc(O)cc2)C1=O | -22.5
COc1ccc(Cl)c2sc(N3CCN(C(=O)c4nc5ccccc5s4)CC3)nc12 | -5.0
O=C(NC=NOCc1cccc(C(F)(F)F)c1)N1OC[C@@H]2COc3ccc4ccccc4c3[C@@H]21 | 44.5*
COc1cccc(C=NNC(=O)c2nnn(-c3nonc3N)c2C(C)C)c1 | -8.8
CCOc1ccc(N2CC(NC(=O)Nc3nc4ccccc4s3)CC2=O)cc1 (configuration not stated) | -2.0
COc1ccc(C=Nn2cncn2)cc1COc1ccc(NC(C)=O)cc1 | -23.5
COc1cc(C)ccc1OCC(=O)NCCOc1ccc2nnc(-c3ccccc3)n2n1 | -2.0&2.0
Cc1cc2c(c(=O)n1CCO)C(c1ccc(Br)cc1)C(C#N)=C(N)O2 (configuration not stated) | 5.0
CC12CN3CCN(CC(C3)C1=NNC(=O)c1ccccc1N)C2 | -6.6
Cc1onc(-c2ccccc2Cl)c1C(=O)Nc1c(C(=O)Nc2ccccc2F)oc2ccccc12 | -19.0&-7.0
CCOC(=O)c1ccccc1NC(=O)c1ccc(-c2nc3ccccc3s2)s1 | -4.0
Cc1cc(C)c(S(=O)(=O)Nc2ccc3c(c2)CCCN3C(=O)C(C)C)c(C)c1 | 7.0
CC(CC(=O)Nc1ccc2c(c1)OCCO2)=NNC(=O)c1ccccc1Cl | -7.6
CCOc1ccc(NC(=O)CC(C)=NNC(=O)Cc2ccc(Cl)cc2)cc1 | -14.6
O=C1CC(c2ccccc2)CC(=O)N1 | -9.0
Cc1nnc(SCC(=O)N2CCCc3ccccc32)c2c1cnn2-c1ccc(F)cc1 | -8.0
Cc1noc([C@H]2CC(=O)N(Cc3ccc(F)cc3)C2)n1 | -5.0
NC(=S)NN=C1CCOc2ccc(Cl)cc21 | -6.5
Cn1cc(C(=O)NCC(Cc2cccc(F)c2)N2CCCC2=O)nn1 (configuration not stated) | -2.0
COc1cccc(C(=O)Nc2ccc(-c3nnc(C)o3)cc2)c1OC | 7.0
CN1CCN(C(CNC(=O)COc2ccc3ccccc3c2)c2ccsc2)CC1 (configuration not stated) | 2.0
CS(=O)(=O)C1CCN(C(=O)Cc2cccs2)CC1 | -15.0
CCCOc1cc(N2CCN(S(=O)(=O)Cc3ccccc3)CC2)nc(C)n1 | -6.0
CCOC(=O)c1c(C=O)oc2c(C)cc(OC(=O)CC)c(Br)c12 | -12.0
CSc1cccc(NC(=O)C(=O)NCC2CCN(c3ccncc3)CC2)c1 | -8.0
COc1ccc(-c2nnc(NC(=O)c3ccccc3Cl)o2)c(OC)c1 | 10.0
CC(Cn1nnc([N+](=O)[O-])n1)=NNC(=O)c1ccccc1 | -6.7
O=C(CNC(=O)c1ccc(Br)cc1)NN=Cc1ccc[nH]1 | -18.6
O/N=C\c1ccc(-c2cc(Cl)ccc2Cl)o1 | -1.0
Cn1c(C(C#N)=C(O)Cc2ccccc2)nc2ccccc21 | -4.0
CC(C)CNC(=O)c1ccc2c(=O)n(CC(C)C)c(SCC#N)nc2c1 | 4.0
CSc1nc2ccc3nc(Nc4nc5c(F)cc(F)cc5s4)sc3c2s1 | 0.0
CCOC(=O)c1ccc(NC(=O)Cn2cnc3c(cnn3CCO)c2=O)cc1 | -8.0
O=C1NC(=O)c2cc(NC(=O)c3c(F)cccc3F)ccc21 | -14.0
O=C(CCCN1C(=O)c2cccc3cccc(c23)C1=O)N1CCC(CN2C(=O)c3cccc4cccc(c34)C2=O)CC1 | -8.0&-7.0
NC(=O)C1CCN(C(=O)c2csc(Nc3ccccc3)n2)CC1 | -1.0
CC(C)Sc1ccc(CC(=O)NC[C@@](C)(O)Cc2ccco2)cc1 | -17.0
C[C@H]1Cc2cc(-c3cc(COC(=O)CSc4nc5ccccc5o4)no3)ccc2O1 | -8.0
COc1ccc(-c2cn3cccnc3n2)cc1NC(=O)c1c(F)cccc1F | -4.0
NC(=O)c1ccccc1NC(=O)Cc1csc(NC(=O)Nc2ccccc2)n1 | 5.0
CC1(c2cccc(N)c2)NC(=O)NC1=O (configuration not stated) | -9.0
O=C(Nc1cnc(N2CCOCC2)nc1)C1CCCC1 | -13.0
O=C(COc1ccccc1Cl)Nc1cc(-n2ccc3ccccc32)ncn1 | -3.0
Cn1cnc(S(=O)(=O)N2CCN(c3cc(-n4cncn4)ncn3)CC2)c1 | -3.0
COc1ccc(/C=C/C=NNC(=O)COc2ccc(OC)cc2)cc1 | 5.1
CCOc1ccc(NC(=O)N2CCn3cccc3[C@H]2c2ccncc2)cc1 | 15.0
CC(C)CCN1C(=O)CCc2cc(NC(=O)c3ccccc3Br)ccc21 | 4.0
CCN1C(=O)c2cccc3c(S(=O)(=O)Nc4cccc(F)c4)ccc1c23 | -21.0
O=C(CSc1ccc(-c2ccc(-n3cccn3)cc2)nn1)NC1CCCCC1 | -5.0
O=C(CCSc1ccc(Cl)cc1)Nc1nc(-c2cccs2)cs1 | -13.0
CCOC(=O)NN=Cc1ccc(-c2cccc(C(F)(F)F)c2)o1 | -7.7
Cc1cccc(-c2nc3scc(CCNC(=O)C(=O)Nc4ccc5c(c4)OCCO5)n3n2)c1 | -18.0
CC(=NNc1nc(-c2cc(C)ccc2C)cs1)c1cc2ccccc2oc1=O | -25.2
Nc1cc2c(cc1Br)-c1ccccc1/C2=N\O | i

Exported as labelled records: entries from further up.
> Cn1cnc(S(=O)(=O)N2CCN(c3cc(-n4cncn4)ncn3)CC2)c1
  PriA SSB inh: -3.0

> COc1ccc(/C=C/C=NNC(=O)COc2ccc(OC)cc2)cc1
  PriA SSB inh: 5.1

> CCOc1ccc(NC(=O)N2CCn3cccc3[C@H]2c2ccncc2)cc1
  PriA SSB inh: 15.0

(further entries)
SMILES | PriA SSB inh
O=[N+]([O-])c1ccc(NNC(=S)NC2CCS(=O)(=O)C2)c([N+](=O)[O-])c1 (configuration not stated) | 51.0*
O=C(Nc1nc(-c2ccc(Cl)s2)cs1)c1ccc(C(=O)c2ccccc2)cc1 | 4.0
O=C(Cn1cnc2c(cnn2C2CCS(=O)(=O)C2)c1=O)c1ccc2c(c1)OCCO2 (configuration not stated) | -4.0
CC12CCC(CC1=NNC(=O)Nc1ccccc1)C2(C)C (configuration not stated) | -22.6
COC(=O)c1ccc(C=NN2CCN(Cc3ccc(C)cc3)CC2)cc1 | -7.3
CCC(=O)Nc1sc(C)c(C)c1C(=O)OC | -15.0
CCOc1ccc(-c2noc(-c3sccc3S(=O)(=O)N(C)c3ccc(C)c(F)c3)n2)cc1 | -25.0
O=S(=O)(CCc1ccccc1)N1CC(Oc2nccs2)C1 | -15.0
Oc1cccc(-c2cn[nH]c2)c1 | -11.0
Cc1ccc(C)c(S(=O)(=O)NCCCn2nc(-c3ccco3)ccc2=O)c1 | -2.0
O=C(NCc1cccs1)C(=O)NCC1CCN(Cc2ccccc2)CC1 | -9.0
COc1ccc(C2SCCN2S(C)(=O)=O)cc1Br (configuration not stated) | -18.0
CC(C)(C)OC(=O)NN=Cc1ccc(N2CCOCC2)s1 | -3.4
Cc1cc(=O)n2c(-c3ccc(NS(=O)(=O)c4ccc(Cl)s4)cc3)csc2n1 | -8.0
Cc1ccc(S(=O)(=O)c2cn(CC(=O)Nc3cccc(C)n3)c3ccccc23)cc1 | -5.0
O=C(/C=C\c1cn(-c2ccccc2)nc1-c1ccc(Br)cc1)N1CCCCC1 | 0.0
COc1ccc(Cl)cc1NC(=O)C[C@H](C)n1nc(C)c(Cl)c1C | -1.0
COC(=O)c1sccc1S(=O)(=O)NCCn1ccnc1-c1ncccn1 | -3.0
Cc1ccc(NC(=O)CSc2nc3ccccc3[nH]2)c(Br)c1 | -11.0
Cc1ccc(N2C(=N)C(=C3Nc4ccccc4S3)C(c3ccccc3)C2=O)cc1 (configuration not stated) | -3.0
O=C(Nc1csc(-c2ccc(Oc3ccc(-c4nc(NC(=O)c5ccc(S(=O)(=O)N6CCOCC6)cc5)cs4)cc3)cc2)n1)c1ccc(S(=O)(=O)N2CCOCC2)cc1 | -3.0&15.0
CCn1c(C2CCN(C(=O)c3ccc(Cl)s3)CC2)nn(CCOC)c1=O | -11.0
CC1(C)Cc2cccc(OCCCS(=O)(=O)NCC3CCCO3)c2O1 (configuration not stated) | -7.0
Cc1ccccc1Cn1nc(-c2cccs2)c2sc(N3CCCCC3)nc2c1=O | -10.0
COc1cc(OC)cc(C(=O)Nc2ccc3nc(C)n(-c4ccc(F)cc4)c(=O)c3c2)c1 | -5.0
COC(=O)c1ccsc1NC(=O)c1cc2cccc(OC)c2o1 | -3.0
O=C(c1ccc(F)cc1F)N1CCN(c2ccc3nnc(-c4ccco4)n3n2)CC1 | -13.0&-12.0
COc1ccccc1CCNC(=O)c1csc2nc(-c3ccc(F)cc3)cn12 | 2.0
O=C(CSc1ccc(-c2nc(-c3ccccc3)no2)cn1)NCc1ccccc1 | -1.0
Cc1cc(C)n(-c2cc(NC(=O)Cc3noc4ccccc34)ncn2)n1 | -10.0
CCOC(=O)N1CCc2c(sc(NC(=O)c3cc(C)n(CC)n3)c2C(N)=O)C1 | -16.0
CCn1nc(C(=O)Nc2ccccc2-c2nc3ccccc3s2)cc1C | -3.0&-1.0
CCOC(=O)c1ccc(CNC(=O)CSc2nc3sc(C(=O)O)c(C)c3c(=O)[nH]2)cc1 | -1.0
CN(C)c1ccc(CCCNC(=O)C(=O)Nc2ccon2)cc1 | -10.0
O=C(NCCn1nc(-c2ccncc2)cc1C1CC1)[C@@H]1COc2ccccc2O1 | 2.0
O=C(Nc1c(C(=O)Nc2ccc([N+](=O)[O-])cc2)oc2ccccc12)c1cc(Cl)ccc1Cl | 15.0
CNC(=O)c1csc(N)n1 | 11.0
Cc1ccc(-n2ncc3c(SCC(=O)NCC4CCCO4)ncnc32)c(C)c1 (configuration not stated) | -17.0
Cc1cc(C(=O)Nc2ccc3ncsc3c2)no1 | -7.0
CCOc1ccc(OCCNC(=O)C2CCCC2)cc1 | -10.0
COC(=O)CSc1nnc2[nH]c(=O)c3c(n12)CCCC3 | 5.0
COc1cc(C=NNC(=O)CSc2ccccn2)ccc1O | -1.4
N#CC(=NNc1ccc(OC(F)(F)F)cc1)C(N)=S | 22.4
CC(=O)c1ccc(C(=O)Nc2nc3c(Br)cccc3s2)cc1 | -4.0
O=C(NCCn1nc(C(F)(F)F)c2c1CCCC2)c1ccc2nsnc2c1 | -5.0
Clc1cccc(-n2nc(-c3ccccc3)c3cnc4c(Cl)cc(Cl)cc4c32)c1 | -20.0
Cc1ccc(Cl)c2sc(N(Cc3ccccn3)C(=O)c3cccs3)nc12 | -6.0&2.0
COc1ccc(-n2c(COc3ccc4c(c3)OCO4)nnc2SCc2ccccc2)cc1 | -15.0
Cc1nc(-c2cccs2)sc1CNC(=O)Cn1cnc2ccccc2c1=O | 1.0
CCOC(=O)C(=Cc1ccc(-c2ccc(Cl)cc2)o1)C(=O)OCC | 2.0
COc1ccc(C)cc1NC(=O)C(=O)NCCc1csc2nc(-c3ccccc3C)nn12 | -18.0
CCOC(=O)Nc1ccc(OC)c(N2CCCC2=O)c1 | -14.0
O=C(COc1ccc(Cl)cc1Cl)NCCc1csc(-c2ccc(F)cc2)n1 | 2.0
O=C(NCc1cncc(-c2ccsc2)c1)c1ccc2n[nH]nc2c1 | -7.0
COC(=O)c1c(NC(NC(=O)c2ccccc2)C(Cl)(Cl)Cl)sc2c1CCCC2 (configuration not stated) | 4.0
Cc1ccc(S(C)=NS(=O)(=O)c2ccc(C)cc2)cc1 (configuration not stated) | 9.5
COC(=O)C1CCN(c2c(C)cnc3c2c(=O)n(C)c(=O)n3C)CC1 | -7.0
O=C(Cn1nc(-c2cccs2)c2sc(N3CCOCC3)nc2c1=O)N1CCc2ccccc21 | -8.0
Cc1[nH]c2ccccc2c1C(Nc1cccc([N+](=O)[O-])c1)c1ccccn1 (configuration not stated) | 7.0
COc1cc(OC)cc(C(=O)Nc2ccc3c(c2)CCCN3C(C)=O)c1 | 0.0

(cont.)
SMILES | PriA SSB inh
COc1ccccc1CCNC(=O)Cn1nc(-c2ccco2)ccc1=O | 7.0
COc1ccc(S(=O)(=O)NCCn2cncn2)cc1OC | -5.0
COc1ccc(CCNC(=O)NCc2ccc([C@H](O)c3ccccc3)s2)cc1 | -11.0
Oc1ccc(CSC2CCCCC2)c2cccnc12 | 69.2*
O=S(=O)(c1cccnc1)N1CCN(Cc2nc(-c3cccs3)cs2)CC1 | 5.0
Cc1ccc(OCc2ccc(-c3nc(C#N)c(N4CCCCC4)o3)o2)cc1 | 81.8*
COc1ccc(-c2nc3ccccc3n2CC(=O)N(c2ccccc2)C(C)C)cc1OC | -5.0&-1.0
Cc1ccc(-c2ccc(S(=O)(=O)N(CC(F)(F)F)c3ccccc3)cc2)cc1 | -8.0&-4.0
O=C(CSc1nnc(-c2cccnc2)n1-n1cccc1)Nc1cccc(Cl)c1Cl | -13.0
COc1cccc(-c2cc(=O)[nH]c(SCc3nc(-c4ccc(F)cc4)no3)n2)c1 | -11.0
CS(=O)(=O)N1CCC(C(=O)Nc2nc3ccc(Cl)cc3s2)CC1 | 4.0
Cc1cccc(C=NNC(=O)Cn2nccc2C)n1 | -0.4
